# STK33 kin inh: STK33 kinase inhibitors, primary screen, biochemical, luminescence, ADP-Glo, MBP substrate; Serine/threonine-protein kinase 33 (Homo sapiens), Q9BYT3; inhibition, % at 12.5 µM; actives 0.44% (n = 27,000); in the data active = inhibition above about 20%; inconclusive = no clear call, values can overlap the other calls
# Target sequence (Q9BYT3 whole entry, looked up): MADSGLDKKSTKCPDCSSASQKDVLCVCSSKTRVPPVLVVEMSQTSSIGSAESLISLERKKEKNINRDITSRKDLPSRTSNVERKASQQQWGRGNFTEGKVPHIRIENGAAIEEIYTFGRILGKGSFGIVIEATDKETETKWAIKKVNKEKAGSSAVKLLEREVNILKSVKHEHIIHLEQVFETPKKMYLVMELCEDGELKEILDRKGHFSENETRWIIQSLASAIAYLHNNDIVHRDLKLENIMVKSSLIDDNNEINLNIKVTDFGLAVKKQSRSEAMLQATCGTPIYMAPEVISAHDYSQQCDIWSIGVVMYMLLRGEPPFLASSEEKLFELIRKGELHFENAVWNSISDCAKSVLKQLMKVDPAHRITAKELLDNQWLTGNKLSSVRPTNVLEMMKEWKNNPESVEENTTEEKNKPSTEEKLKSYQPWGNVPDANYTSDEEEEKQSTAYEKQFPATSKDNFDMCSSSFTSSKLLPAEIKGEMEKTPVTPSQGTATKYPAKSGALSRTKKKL
# mut p53 react: mutant p53 pathway re-activators, primary screen, cell-based, SW480, luciferase, single point, HTS; SW480 PUMA-promoter luciferase, p53 mutant reactivation; activation, % at 9.98 µM; actives 1.5% (n = 28,000); in the data active = activation above about 52%; inconclusive = no clear call, values can overlap the other calls
# An asterisk follows results filed as active; ? = inconclusive; · = no result given; & = joins results of further samples.
SMILES,STK33 kin inh,mut p53 react
COc1cc2c(cc1OC)CN(C(=O)[C@H]1[C@@H]3C(=O)O[C@@H](c4ccccc4)[C@@H](c4ccccc4)N3[C@@H](c3ccc(OCCO)cc3)[C@]13C(=O)Nc1ccc(C#CC4(O)CCCCCC4)cc13)CC2,7,·
O=C(CSc1nc(N2CCCCC2)nc(N2CCCCC2)n1)c1ccccc1,0,-2
CC(C)CC(NC(=O)OCC1c2ccccc2-c2ccccc21)C(=O)O (stereo not drawn),·,64*
O=C(CN1C(=O)c2ccccc2S1(=O)=O)Nc1ccccc1-c1ccccc1,-1,0
C[C@@H]1CN([C@H](C)CO)C(=O)Cc2cc(NC(=O)Nc3ccccc3)ccc2O[C@@H]1CN(C)Cc1ccc(C(F)(F)F)cc1,-1,·
CCOC(=O)C1CCCCN1Cc1cc(OC)ccc1OC (stereo not drawn),0,-15
Cc1cc(Br)cc(C)c1OCC(=O)Nc1sc(C)c(C)c1C(N)=O,0,15
CC(C)NC[C@H](O)COc1cccc2[nH]ccc12,·,-14
Cc1nonc1OCCNc1cc(N2CCOCC2)ccc1[N+](=O)[O-],-9,20
CS(=O)(=O)N(CC(=O)O)c1ccc(F)c(Cl)c1,3,-4
Cc1ccc(NC(=O)CSc2ncnc3sc(C)c(C)c23)cc1,5,15
OCCCc1nc2ccccc2n1Cc1c(F)cccc1Cl,-3,3

# Profiles, quoted from the list. Screens in order: STK33 kin inh	mut p53 react
# CCOC(=O)C1CCCCN1Cc1cc(OC)ccc1OC (stereo not drawn) across the screens: 0	-15
# CS(=O)(=O)N(CC(=O)O)c1ccc(F)c(Cl)c1 across the screens: 3	-4

# Next section.
SMILES,STK33 kin inh,mut p53 react
COc1ccc(S(=O)(=O)Nc2ccc3c(c2)CC(=O)N([C@@H](C)CO)C[C@H](C)[C@H](CN(C)Cc2ccc(C(F)(F)F)cc2)O3)cc1,0,5
O=C(CSc1ncccn1)Nc1ccc(Cl)cc1,4,-27
C[C@H]1CN([C@@H](C)CO)C(=O)c2cc(N(C)C)ccc2O[C@@H]1CN(C)Cc1ccc2c(c1)OCO2,-4,-5
COC(=O)[C@]1(CCC(=O)OC(C)(C)C)N=C(c2ccc(OCCCO)cc2)O[C@@H]1c1ccccc1,8,·
Cc1ccc(S(=O)(=O)N(C)C[C@H]2Oc3ccc(NC(=O)Nc4ccc5c(c4)OCO5)cc3C(=O)N([C@@H](C)CO)C[C@H]2C)cc1,1,·
Cc1cc(C)c(NC(=O)COc2ccccc2C(=O)Nc2ccc3c(c2)oc2ccccc23)c(C)c1,-2,3
CC(C)NC(=O)N(C)C[C@H]1OCCCC[C@@H](C)Oc2ccc(NC(=O)CCC(F)(F)F)cc2C(=O)N([C@@H](C)CO)C[C@H]1C,·,5
C=CCN(CC=C)S(=O)(=O)c1ccc(C(=O)Nc2ccccc2-c2nc3ccccc3[nH]2)cc1,·,12
COc1cccc(S(=O)(=O)N(C)C[C@@H]2Oc3ncc(C#Cc4cccc(F)c4)cc3C(=O)N([C@H](C)CO)C[C@@H]2C)c1,4,·
COc1ccc(OC)c(CN2CCN(Cc3cccc([N+](=O)[O-])c3)CC2)c1,2,11
C[C@@H]1CN([C@H](C)CO)C(=O)Cc2cc(NC(=O)CCC(F)(F)F)ccc2O[C@H]1CN(C)S(=O)(=O)c1cn(C)cn1,0,·
COC(=O)c1ccc(Cl)c(NC(=O)CN2CCN(C)CC2)c1,1,-5
C[C@H](CO)N1C[C@H](C)[C@@H](CN(C)Cc2ccc3c(c2)OCO3)Oc2ccc(NC(=O)CCC(F)(F)F)cc2CC1=O,·,-1
C[C@H]1CN([C@@H](C)CO)C(=O)c2cc(NC(=O)Nc3ccc(F)cc3)ccc2O[C@@H]1CN(C)S(=O)(=O)c1ccc(Cl)cc1,2,·
COc1ccc(S(=O)(=O)N(C)C[C@@H]2Oc3ccc(NC(=O)Nc4ccccc4)cc3CC(=O)N([C@@H](C)CO)C[C@@H]2C)cc1,-1,·
COc1ccc(S(=O)(=O)Nc2ccc3c(c2)C(=O)N([C@H](C)CO)C[C@@H](C)[C@H](CN(C)Cc2ccc(-c4ccccc4)cc2)O3)cc1,-6,·
C[C@H]1CN([C@@H](C)CO)C(=O)CCCn2nncc2CO[C@H]1CN(C)C(=O)Nc1ccc(C(F)(F)F)cc1,?,·
Cc1ccc(S(=O)(=O)N(C)C[C@@H]2OCCCC[C@@H](C)Oc3ccc(NC(=O)Nc4ccccc4)cc3C(=O)N([C@H](C)CO)C[C@@H]2C)cc1,1,·
CNC[C@@H]1Oc2ccc(NC(=O)Cn3cnnn3)cc2CC(=O)N([C@H](C)CO)C[C@H]1C,·,5
C[C@@H]1CN([C@H](C)CO)C(=O)c2cc(NS(=O)(=O)c3cn(C)cn3)ccc2O[C@@H](C)CCCCO[C@H]1CN(C)S(=O)(=O)c1cn(C)cn1,·,-5
CS(=O)(=O)N(CC(=O)Nc1ccccc1Br)c1cc(Cl)c(Cl)cc1Cl,1,-1
C=C[C@]1(C)C=C2CCC3C(C)(CCC[C@@]3(C)C(=O)O)C2CC1 (stereo partly drawn),-3,1
Cc1ccc(C)c(NC(=O)CSc2c(C)n[nH]c2C)c1,4,9
Cc1noc(C)c1S(=O)(=O)Nc1ccc2c(c1)CC(=O)N([C@H](C)CO)C[C@H](C)[C@@H](CN(C)S(=O)(=O)c1ccccc1)O2,·,9
Cn1c(SCC(=O)Nc2ccc(Br)c(Cl)c2)nnc1-c1ccco1,9,8
C[C@@H]1CCCCO[C@@H](CN(C)Cc2ccccc2)[C@@H](C)CN([C@H](C)CO)C(=O)c2cc(NS(=O)(=O)c3cccs3)ccc2O1,-1,3
Cc1noc(C)c1NC(=O)Nc1cccc2c1O[C@@H](CN(C)Cc1ccc3c(c1)OCO3)[C@@H](C)CN([C@H](C)CO)C2=O,·,-7
C[C@H]1CN([C@@H](C)CO)C(=O)c2ccccc2-c2ccccc2CO[C@@H]1CN(C)S(=O)(=O)c1ccc(C#N)cc1,·,4
CCC(Sc1nnnn1C)C(=O)Nc1cccc([N+](=O)[O-])c1 (stereo not drawn),2,-2
CNC[C@H]1OCCCC[C@@H](C)Oc2ccc(N(C)C)cc2C(=O)N([C@H](C)CO)C[C@H]1C,·,0
CCN(CC)CCC1S(=O)(=O)CC(c2ccccc2)CS1(=O)=O (stereo not drawn),1,·
C[C@H](CO)N1C[C@H](C)[C@@H](CN(C)C(=O)c2cnccn2)Oc2ncc(-c3ccccc3F)cc2C1=O,·,10
COc1ccc(NC(=S)Nc2cnn(C)c2C(N)=O)c(OC)c1,-2,10
C[C@H]1CN([C@@H](C)CO)C(=O)c2cc(NC(=O)NC3CCCCC3)ccc2O[C@H]1CN(C)Cc1ccc2c(c1)OCO2,·,-24
COc1ccc(CN(C)C[C@@H]2Oc3ccc(NC(=O)Cc4cn(C)c5ccccc45)cc3CC(=O)N([C@@H](C)CO)C[C@@H]2C)cc1,0,-6
Cc1cccc(NC(=O)COc2ccc3c(=O)c(-c4ccccc4)coc3c2)c1C,1,-6
C[C@@H]1CN([C@H](C)CO)C(=O)c2cc(NS(=O)(=O)c3cccs3)ccc2O[C@@H]1CN(C)Cc1ccc(-c2ccccc2)cc1,·,-3
CCCC[C@@H](O)c1cc(OC)cc(=O)o1,2,-16
CC1C(=O)C23CC(O)C4C(C)(C(=O)OC5OC(CO)C(O)C(O)C5O)CCCC4(C)C2(O)CCC1C3 (stereo not drawn),-4,-16
Cc1ccc(S(=O)(=O)NC(C)C(=O)Nc2cccc(C(F)(F)F)c2)cc1 (stereo not drawn),1,-1
CS(=O)(=O)N(CC(=O)Nc1ccccc1C(=O)O)c1cccc(C(F)(F)F)c1,2,15
CNC[C@H]1Oc2c(NC(=O)c3cnccn3)cccc2C(=O)N([C@@H](C)CO)C[C@@H]1C,·,-4
COc1ccc(C)cc1S(=O)(=O)N1CCC(C(=O)Nc2cc([N+](=O)[O-])ccc2C)CC1,0,-8
Cc1noc(C)c1NC(=O)Nc1ccc2c(c1)CC(=O)N([C@H](C)CO)C[C@H](C)[C@H](CN(C)S(=O)(=O)c1cccs1)O2,0,22
C[C@@H]1CN([C@H](C)CO)C(=O)c2cc(C3=CCCC3)cnc2O[C@H]1CN(C)C(=O)Nc1ccccc1,·,11
CNC[C@@H]1Oc2c(NC(=O)c3ccncc3)cccc2C(=O)N([C@H](C)CO)C[C@@H]1C,·,2
C[C@@H]1CN([C@H](C)CO)C(=O)c2cccc(NS(C)(=O)=O)c2O[C@@H]1CN(C)Cc1ccc2c(c1)OCO2,·,4
O=c1oc(-c2ccc(C(F)(F)F)cc2)nn1Cc1cc(Cl)ccc1O,·,-9
COc1ccc(C)cc1S(=O)(=O)N1CCCC(C(=O)Nc2cccc(SC)c2)C1 (stereo not drawn),-1,6
CC(C)=CCc1c(O)ccc2c(=O)c(-c3ccc(O)cc3)coc12,·,-5
C[C@H](CO)N1C[C@H](C)[C@H](CN(C)C(=O)Nc2ccc3c(c2)OCO3)Oc2ncc(-c3ccccc3)cc2C1=O,0,5&-4
CS(=O)(=O)Nc1ccc2c(c1)[C@H]1C[C@H](CC(=O)NC3CCCC3)O[C@H](CO)[C@H]1O2,·,11
CC1CCC2(OC1)OC1CC3C4CC=C5C[C@@H](O)CC(O)[C@]5(C)C4CC[C@]3(C)C1C2C (stereo partly drawn),-1,-3
C[C@@H]1CN([C@@H](C)CO)C(=O)CCCn2nncc2CO[C@@H]1CN(C)Cc1cccnc1,-4,·
C[C@H](CO)N1C[C@H](C)[C@@H](CN(C)C(=O)c2ccncc2)OCc2cnnn2CCCC1=O,-3,·
COc1ccccc1NC(=O)CC1COc2ccccc2O1 (stereo not drawn),-1,45
C[C@H]1CN([C@@H](C)CO)C(=O)c2cccc(NS(C)(=O)=O)c2O[C@@H]1CN(C)Cc1ccc(Oc2ccccc2)cc1,·,1
C[C@@H]1CCCCO[C@@H](CN(C)S(=O)(=O)c2cn(C)cn2)[C@@H](C)CN([C@H](C)CO)C(=O)c2cc(NS(=O)(=O)c3cn(C)cn3)ccc2O1,0,3
Cc1ccc(N(CC(=O)NCc2ccco2)S(=O)(=O)c2ccc(C)cc2)cc1,2,·
C[C@H]1CN([C@@H](C)CO)C(=O)Cc2cc(NS(=O)(=O)c3ccc(Cl)cc3)ccc2O[C@@H]1CN(C)C(=O)Nc1ccccc1,2,·

# (cont.)
SMILES,STK33 kin inh,mut p53 react
C[C@H]1CN([C@@H](C)CO)C(=O)c2cc(NS(=O)(=O)c3ccc(Cl)cc3)ccc2O[C@H]1CN(C)S(C)(=O)=O,-1,·
COc1ccc(NC(=O)Nc2ccc3c(c2)C(=O)N([C@H](C)CO)C[C@H](C)[C@@H](CN(C)C(=O)c2ccccc2)OCCCC[C@@H](C)O3)cc1,1,·
C[C@H](CO)N1C[C@H](C)[C@H](CN(C)C(=O)Nc2ccccc2)Oc2ncc(-c3ccccc3)cc2C1=O,-1,-3
O=C(C[C@@H]1C[C@H]2c3cc(NC(=O)C4CCOCC4)ccc3O[C@H]2[C@H](CO)O1)NCc1ccccc1F,·,16
COc1ccccc1-c1ccc2c(c1)O[C@H](CN(C)C(=O)c1ccncc1)[C@H](C)CN([C@@H](C)CO)S2(=O)=O,·,4
CCCCCCCCCC(O)CC(O)CC(O)CC1CC=CC(=O)O1 (stereo not drawn),-2,-2
O=C(CSc1nnnn1C1CCCCC1)Nc1ccccc1[N+](=O)[O-],0,-1
CC(C)NC(=O)N(C)C[C@@H]1OCCCC[C@H](C)Oc2ccc(NS(=O)(=O)c3cn(C)cn3)cc2C(=O)N([C@H](C)CO)C[C@@H]1C,·,2
CCOc1ccc(-n2nc3ccc(NC(=O)COc4ccccc4)cc3n2)cc1,2,-37
C/C=C/C=C/C(=O)N1CC[C@]23c4ccccc4N[C@H]4N(C)c5cccc6c5[C@]42CCN([C@H]6C2OC2(C)C)[C@H]13 (stereo partly drawn),-1,5
C[C@H](CO)N1C[C@H](C)[C@@H](CN(C)Cc2ccc(C(=O)O)cc2)Oc2c(NC(=O)C3CCOCC3)cccc2C1=O,·,12
CCOC(=O)c1c(NC(=S)Nc2nc(C)cc(C)n2)sc(C)c1-c1ccccc1,-3,-31
COc1ccc(C(=O)Cn2c3ccccc3n3nc(-c4cccs4)nc23)cc1OC,0,7

# Of the compounds above, these have a Cl atom:
SMILES,STK33 kin inh,mut p53 react
CS(=O)(=O)N(CC(=O)O)c1ccc(F)c(Cl)c1,3,-4
OCCCc1nc2ccccc2n1Cc1c(F)cccc1Cl,-3,3
O=C(CSc1ncccn1)Nc1ccc(Cl)cc1,4,-27
COC(=O)c1ccc(Cl)c(NC(=O)CN2CCN(C)CC2)c1,1,-5
C[C@H]1CN([C@@H](C)CO)C(=O)c2cc(NC(=O)Nc3ccc(F)cc3)ccc2O[C@@H]1CN(C)S(=O)(=O)c1ccc(Cl)cc1,2,·
CS(=O)(=O)N(CC(=O)Nc1ccccc1Br)c1cc(Cl)c(Cl)cc1Cl,1,-1
Cn1c(SCC(=O)Nc2ccc(Br)c(Cl)c2)nnc1-c1ccco1,9,8
O=c1oc(-c2ccc(C(F)(F)F)cc2)nn1Cc1cc(Cl)ccc1O,·,-9
C[C@H]1CN([C@@H](C)CO)C(=O)Cc2cc(NS(=O)(=O)c3ccc(Cl)cc3)ccc2O[C@@H]1CN(C)C(=O)Nc1ccccc1,2,·
C[C@H]1CN([C@@H](C)CO)C(=O)c2cc(NS(=O)(=O)c3ccc(Cl)cc3)ccc2O[C@H]1CN(C)S(C)(=O)=O,-1,·

# These rows are one share of the data; rates above refer to the full screens.
